# High-throughput results as filed in PubChem BioAssay.
# ADAM10 inh = ADAM10 inhibition, QFRET primary screen; O14672; hit rate 0.62% among 370,000; recombinant ADAM10, EDANS/DABCYL FRET peptide cleavage, 3 h; inhibition, % at 7 µM; AID 720582;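 active means inhibition above a per-campaign cutoff equal to the mean of compounds falling between control-based bounds plus 3 SD, cut at about 20% in these data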;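 further: 0% = DMSO wells while the 100% control is not disclosed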
# PLCg1 inh = PLC-gamma1 (human) inhibition, primary screen; hit rate 0.84% among 370,000; purified PLC-gamma1, fluorogenic substrate, fluorescence; P19174; inhibition, % at 12.2 µM; in the data active means inhibition above about 9.5%
# ARFGAP1 inh = rat ARFGAP1 inhibition | Q62848 | inhibition, % at 16.5 µM | hit rate 0.26% among 360,000 | Arfgap1-stimulated ARF1 GTP hydrolysis, GDP FP detection | AID 651572;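 active means inhibition above a per-plate limit, mean inhibition of low control wells plus 3 SD, cut at about 25% in these data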;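 further: 0% = DMSO wells with enzyme and 100% = wells lacking Arfgap1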
# Target sequence (Q62848 1-136 limits assumed): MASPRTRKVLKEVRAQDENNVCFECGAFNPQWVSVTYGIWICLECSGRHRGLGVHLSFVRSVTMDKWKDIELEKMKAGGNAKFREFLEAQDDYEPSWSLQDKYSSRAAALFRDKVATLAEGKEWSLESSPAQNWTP
#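 System: truncated rat Arfgap1 GAP domain / Medium: HEPES-based buffer, pH 7.5 / Also added: N-terminally truncated human ARF1-GTP substrate / Incubation: enzyme reaction 120 min at 25 °C after 20 min preincubation / Measured by: FP of antibody-bound GDP Alexa 633 tracer, ex 620/em 688 nm / Replicates: singlicate, each compound tested once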
# Tn7 DDE FP = disrupts Tn7 cyclic peptide binding to fibrin D-Dimer-E complex; P02675; FP displacement of FITC-Tn7 peptide from fibrin DD(E); 0% = median of compound wells per plate; inhibition, % at 8.3 µM; hit rate 0.13% among 370,000; AID 720508;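 active means inhibition above the mean of compounds falling within the control limits plus 3 SD of them, cut at about 14% in these data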;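 further: 0% = plate median of compound wells and 100% = 10 µM Aha-Tn7 peptide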
# Target sequence (P02675 whole entry, looked up): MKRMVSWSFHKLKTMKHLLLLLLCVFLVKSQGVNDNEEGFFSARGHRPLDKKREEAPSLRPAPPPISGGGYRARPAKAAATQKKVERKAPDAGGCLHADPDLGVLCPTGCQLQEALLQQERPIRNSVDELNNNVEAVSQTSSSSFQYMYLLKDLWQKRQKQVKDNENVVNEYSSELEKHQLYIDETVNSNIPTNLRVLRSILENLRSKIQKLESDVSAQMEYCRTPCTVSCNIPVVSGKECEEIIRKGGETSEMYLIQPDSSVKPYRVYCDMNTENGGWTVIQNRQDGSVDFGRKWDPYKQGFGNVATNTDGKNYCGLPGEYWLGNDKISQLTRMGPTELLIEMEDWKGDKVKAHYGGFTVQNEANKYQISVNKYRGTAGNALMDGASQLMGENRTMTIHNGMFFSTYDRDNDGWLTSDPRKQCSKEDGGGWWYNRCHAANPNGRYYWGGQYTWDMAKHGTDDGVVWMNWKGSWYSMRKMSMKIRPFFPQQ
#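 Also added: labelled Tn7 tracer, 0.1 µM; Assay system: human fibrin DD(E) protein; Amount: 2 µM fibrin DD(E); Schedule: 10 min compound pre-incubation, 3 h probe incubation at room temperature; Repeats: one replicate per compound; Read-out basis: percent inhibition; Measured by: fluorescence polarization of the labelled Tn7 tracer.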
# ASAP1 inh = ASAP1 ArfGAP inhibition; hit rate 0.19% among 360,000; ASAP1-stimulated ARF1 GTP hydrolysis, GDP FP detection; inhibition, % at 16.5 µM; AID 624377; Q9ULH1; in the data active means inhibition above about 25%;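 further: 0% = vehicle with enzyme and substrate and 100% = no enzyme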
# Target sequence (Q9ULH1 325-724 limits assumed): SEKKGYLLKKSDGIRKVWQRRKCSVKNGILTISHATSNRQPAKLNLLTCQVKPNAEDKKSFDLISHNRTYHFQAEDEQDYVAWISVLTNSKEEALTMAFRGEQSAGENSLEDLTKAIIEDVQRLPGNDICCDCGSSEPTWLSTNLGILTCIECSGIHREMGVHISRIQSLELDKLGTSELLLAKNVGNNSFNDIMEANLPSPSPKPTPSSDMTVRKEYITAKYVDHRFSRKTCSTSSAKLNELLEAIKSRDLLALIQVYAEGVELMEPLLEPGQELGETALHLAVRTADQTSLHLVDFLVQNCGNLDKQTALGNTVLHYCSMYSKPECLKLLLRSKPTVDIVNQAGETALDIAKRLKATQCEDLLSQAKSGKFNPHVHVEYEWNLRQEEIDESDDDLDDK
# ADAM17 inh = inhibits human ADAM17 | inhibition, % at 6.95 µM | P78536 | AID 720648 | recombinant ADAM17, EDANS/DABCYL FRET peptide cleavage | hit rate 0.83% among 370,000;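 active means inhibition above the mean of compounds lying between control limits plus 3 SD, set per campaign, cut at about 8.5% in these data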;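 further: 0% = DMSO-only wells as the low control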
# SIAE inh = blocks human sialic acid acetylesterase | inhibition, % at 9.66 µM | AID 1053197 | Q9HAT2 | hit rate 0.69% among 370,000 | SIAE FP-Rh probe binding, fluorescence polarization;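 active means inhibition above a cutoff: mean of compounds within the control limits plus 3 SD of those, cut at about 17% in these data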;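 further: 0% = plate median of compound wells and 100% = probe without SIAE protein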
# PLC-beta3 inh = inhibitors of human phospholipase C beta3. Q01970. Purified PLC-beta3, fluorogenic substrate, fluorescence. hit rate 0.18% among 370,000. inhibition, % at 12.2 µM. AID 720704; in the data active means inhibition above about 11%;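 further: 0% = median of compound wells on plate and 100% = full blocker control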
# TDP2 inh = TDP2 (human) inhibition, absorbance primary screen. O95551. recombinant TDP2, T5PNP hydrolysis, p-nitrophenol absorbance 415 nm. inhibition, % at 12.8 µM. hit rate 0.34% among 370,000;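 active means inhibition above the mean of all tested compounds plus 3 SD, set per campaign, cut at about 25% in these data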;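 further: 0% = DMSO with enzyme and 100% = buffer with substrate but no TDP2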
#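 Test system: Human TDP2 enzyme | Reagent: 5 mM T5PNP | Compound dosing: 12.8 µM single point, 1% DMSO | Incubation: Enzyme reaction with compound for 2 h at 37 °C | Technique: p-Nitrophenol epi absorbance | Read-out: % inhibition relative to enzyme-containing and enzyme-free wells | Benchmarks: High control without enzyme, low control DMSO plus TDP2 | Replicates: Singlicate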
# DDE Tn6 FP inh = disrupts Tn6 cyclic peptide binding to fibrin D-Dimer-E complex. P02675. Fibrin DD(E) TRITC-Tn6 fluorescence polarization displacement. inhibition, % at 8.3 µM. hit rate 0.21% among 370,000;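 active means inhibition above a per-campaign cutoff: mean of compounds within control limits plus 3 SD, cut at about 15% in these data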;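 further: 0% = median of all compound wells on the plate and 100% = blocking peptide control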
# The depositor's hits bear a star; . = no result given. Rows are unselected, and some 3.6% of all compounds hit somewhere here.
ADAM10 inh,PLCg1 inh,ARFGAP1 inh,Tn7 DDE FP,ASAP1 inh,ADAM17 inh,SIAE inh,SMILES,PLC-beta3 inh,TDP2 inh,DDE Tn6 FP inh
-19.1,1.7,4.9,-1.6,-4.4,-1.6,-6.0,COc1cccc(C=NNC(=O)CCCC(=O)NN=Cc2cccc(OC)c2)c1,-4.7,-0.2,1.3
-12.9,-2.1,6.5,-5.6,14.4,1.5,1.2,COc1ccc(OC)c(C2C(C(=O)Nc3ccc(F)cc3)=C(C)Nc3nc(CCCO)nn32)c1 (configuration not stated),-2.9,-18.4,6.1
0.7,-2.2,8.2,0.1,1.5,-3.9,9.6,O=C(c1ccc(S(=O)(=O)N2CCCC2)cc1)N1CCCCCC1,-12.7,2.4,3.0
-2.2,2.0,-1.7,-3.8,-2.7,-10.2,0.2,CC1(NC(=O)CSc2nnc(-c3c[nH]c4ccccc34)n2C2CC2)CCS(=O)(=O)C1 (configuration not stated),-1.4,3.7,-5.1
5.0,-5.7,-7.0,-6.4,-7.4,0.1,0.7,O=C(CCN1CCc2ccccc21)c1ccc2c(c1)OCCO2,-7.5,-3.0,-7.7
9.4,8.6,-12.1,3.1,-9.6,5.0,-12.2,Cc1noc(NS(=O)(=O)c2ccc(NC(=O)CSc3nc4ccccc4[nH]3)cc2)c1C,5.7,-17.9,-1.4
3.2,0.6,8.9,-5.5,13.2,-3.5,2.4,Cc1oc2nc(SCCCC(=O)NCCCO)nc(N)c2c1C,2.0,4.4,3.6
-1.4,-9.9,-5.9,4.0,-7.2,-3.4,-177.2,Cn1cc(C2=C(c3ccc(Cl)cc3Cl)C(=O)NC2=O)c2ccccc21,-10.3,2.9,-6.1
-4.6,-4.3,-0.9,4.4,2.5,-4.1,-11.1,COc1ccc(C(=O)NCCc2cnc[nH]2)cc1OC,-0.9,-6.3,2.6
4.9,3.0,-5.2,-0.4,3.4,-0.7,12.9,COc1nc(N/N=C/c2ccc(C)cc2)nc(N2CCCCC2)n1,1.4,-10.6,-3.2
7.5,-1.6,-4.3,0.7,-3.4,-1.6,-9.5,CC(CCc1ccccc1)NC(=O)C(=O)Nc1ccccc1 (configuration not stated),1.1,-11.4,-2.8
8.9,0.2,11.3,-7.1,8.8,-0.5,-1.7,CCc1cccc(NC(=S)N(CCN(C)C)C2CCN(C(C)C)CC2)c1,-1.0,-15.3,-0.3
-7.9,-3.6,3.1,-7.5,14.5,-2.0,3.8,CC(C)(C)C(=O)Nc1nnc(CCc2ccccc2)s1,-8.4,14.8,-3.6
-4.1,-0.2,-5.8,0.9,-6.0,-1.5,1.8,Cc1ccc(NC(=S)N(CCCN2CCC(C)CC2)Cc2ccco2)cc1C,-3.5,12.7,2.3
-13.6,3.0,-15.1,4.4,-13.6,-2.4,-0.8,CC(Sc1nnc(COc2ccc(Cl)cc2)n1Cc1ccco1)C(=O)N1CCNC1=O (configuration not stated),-11.2,3.7,-4.0
-4.0,0.8,1.7,-0.2,-12.7,0.0,9.2,CC1CCCN(C(=O)CNS(=O)(=O)c2cccs2)C1 (configuration not stated),-21.5,-0.6,-2.3
-5.1,-4.4,-0.5,0.0,18.1,-2.3,15.2,Cc1ccc(C)c(N(CC(=O)NCCSCc2ccco2)S(C)(=O)=O)c1,-6.5,1.4,2.8
9.8,-7.4,1.7,1.6,6.0,1.7,4.1,CC(C)=N/N=C1/NC(=O)C(c2ccccc2)S1 (configuration not stated),-14.7,-2.2,-2.2
3.9,-6.3,.,-0.1,.,1.7,-0.6,O=S1(=O)CC2c3ccccc3CN2CN1C1CCCC1 (configuration not stated),-4.4,-3.8,10.5
-4.5,1.8,-4.7,-3.0,17.5,-1.5,0.2,CN(CC(=O)Nc1ccccc1Cl)C(=O)COC(=O)c1ccc([N+](=O)[O-])cc1Cl,-0.1,2.3,7.0
-4.9,-4.3,3.6,-1.4,-15.6,-1.4,-2.7,O=C(OCC(=O)N1CCCC1=O)c1ccc(Cl)cc1[N+](=O)[O-],-3.5,5.8,-9.4
-0.7,-0.2,-7.3,-2.2,8.7,-0.6,-3.3,FC(F)(F)c1ccc(-c2cccc3c2C2CC3CCN2Cc2ccccc2)cc1 (configuration not stated),-0.6,1.8,-2.6
-5.0,-9.3,-0.4,10.0,-13.9,-3.0,2.1,O=c1[nH]c(CN2CCN(c3ccc([N+](=O)[O-])cc3)CC2)nc2ccsc12,-7.6,0.5,-3.8
2.5,-0.2,-2.8,-0.3,-16.5,-2.7,-4.1,O=C(O)c1cc(-c2ccccc2Cl)n(-c2ccc(F)cc2)n1,-3.0,10.2,-4.8
-8.8,2.6,7.6,3.3,9.2,1.4,5.3,CCN(c1ccc(NC(=O)c2cccc(S(=O)(=O)N3CCN(C)CC3)c2)cc1)C(C)C,-10.1,-2.6,-7.0
-8.9,0.7,5.5,-2.0,7.6,1.3,2.3,CCCCn1nnnc1C(c1ccccc1)N1CCN(C(C)=O)CC1 (configuration not stated),2.7,4.2,-1.7
2.2,2.8,-8.0,4.3,-9.6,1.1,0.8,O=C(NC1=NCCS1)c1ccc(OCC2CCCO2)cc1 (configuration not stated),3.0,-2.6,-1.8
1.0,0.6,-6.0,-5.6,-8.2,-1.0,-0.6,CC1=C(C)CC(C(=O)NCc2ccccc2F)C(C(=O)O)C1 (configuration not stated),-3.0,25.3*,-4.9
17.4,0.7,2.4,-4.8,1.2,8.8*,-10.0,O=C(c1ccncc1)N(c1ccc2oc3c(c2c1)CCCC3)S(=O)(=O)c1ccc(F)cc1,1.9,-2.2,3.8
-8.5,-1.0,11.1,4.0,-2.3,-2.4,-1.4,COC(=O)C1=C(C)N(CCCC(=O)O)C(=O)NC1c1cccs1 (configuration not stated),0.6,7.7,-5.7
-6.1,1.9,-2.8,3.0,3.9,-4.6,6.0,O=C(CCCCCCN1C(=O)c2ccccc2C1=O)Nc1nccs1,2.0,0.6,-9.1
-8.0,-20.3,2.1,1.5,-5.4,-1.4,-12.2,CC1CCc2c(sc(NC(=O)c3ccc(N4C(=O)CCC4=O)cc3)c2C(N)=O)C1 (configuration not stated),-22.0,-5.2,-6.7
14.2,1.4,10.9,-2.4,-7.4,-0.3,1.5,Cc1cccc(NC(=S)NC(=O)c2ccco2)c1C,-2.9,-8.2,5.7
1.4,-1.6,8.3,-1.0,-11.7,-2.1,-1.0,O=C(O)c1cccc(S(=O)(=O)Nc2ccc(O)c(Sc3nc4ccccc4s3)c2)c1,-2.8,-2.1,-3.7
-1.6,0.4,-1.0,-5.3,-5.7,0.7,0.3,Cc1cc([N+](=O)[O-])ccc1NC(=O)c1ccc(NC(=O)C(C)C)cc1,2.9,-8.6,-3.6
5.1,-0.3,1.4,-6.3,9.7,3.4,3.1,CCOC(=O)CNC(=O)N1CCCC(N(C)CCc2ccccc2)C1 (configuration not stated),-2.6,-13.1,1.2
13.6,1.0,4.5,2.8,7.2,5.8,-8.3,COc1cccc(NC(=O)C2CC2(c2cccc(OC)c2)c2cccc(OC)c2)c1 (configuration not stated),-0.4,-7.9,2.6
-16.5,-1.9,-11.5,5.9,-1.1,1.3,2.0,CC1(C(=O)NS(=O)(=O)c2ccc(Cl)cc2)CCN1C(=O)c1ccccc1CCc1ccccc1 (configuration not stated),-7.0,-0.9,-6.5
-8.2,-3.0,-11.8,1.3,5.9,-2.0,-0.5,COc1ccc(-n2nc3c(c2NC(=O)c2ccco2)CS(=O)(=O)C3)cc1,-0.5,7.2,3.9
-10.0,-8.7,17.2,4.5,-0.6,-6.7,1.6,COCCn1c(C)cc(C(=O)CSc2nc(C)c(C)c(C)n2)c1C,-23.7,-12.2,2.0
-19.3,0.7,-3.5,1.9,-2.2,-1.9,2.5,Cn1cnc2c(NCc3ccco3)ncnc21,1.2,-1.4,-3.4
-12.3,-10.8,-9.8,6.7,-8.4,-6.1,-1.1,O=C(NC1CCCCC1)Oc1cccc2ccccc12,-9.1,1.3,3.8
-1.6,0.8,-10.0,1.2,-8.4,-5.2,2.9,Cc1ccc(NC(=O)c2ccc3c(c2)N(CC(=O)NC(C)C)C(=O)C(C)(C)O3)cc1,-8.8,-12.7,-2.5
-413.9,-167.3,8.1,-7.3,8.8,-111.3,0.0,CCN(CC)c1ccc2cc(-c3nnc(-c4ccccc4)o3)c(=O)oc2c1,-250.2,-3.9,-0.6
23.1*,-2.4,10.6,-3.0,4.5,6.7,-15.4,Cc1csc(NC(=O)Cc2coc3cc(C)c(C(C)C)cc23)n1,-3.5,-11.2,1.6
3.2,0.0,-7.3,6.4,-2.5,-2.1,7.4,CCn1cc(C(=O)NCCCOC(C)C)c(=O)c2cc(S(=O)(=O)N3CCCC3)ccc21,-14.4,16.1,5.8
10.7,3.9,0.5,-4.6,0.3,5.0,-1.1,C[C@@H]1CC=C[C@@H]2[C@H]1C(=O)N(Cc1ccccc1)[C@H]2c1ccccc1Br,-1.6,-9.3,-7.1
0.7,-0.4,8.1,-1.1,-5.3,-2.8,5.0,Cc1cccc(N2CC(O)=C(c3nc4ccccc4n3C)C2=N)c1,-0.2,-5.2,2.4
-2.1,0.0,-9.2,-2.4,2.4,0.7,2.9,COC(=O)c1c[nH]n2c(=O)c(C(C)C)c(C)nc12,1.6,3.1,-0.5
13.7,10.2*,-10.8,3.8,0.6,-3.0,7.5,CC(NC(=O)CCn1nc(-c2ccc(Cl)cc2)ccc1=O)c1ccccc1 (configuration not stated),4.6,-19.7,1.8
-0.6,2.1,1.7,4.0,6.7,0.6,3.6,COc1ccc(CCNC(=O)CN(c2cccc([N+](=O)[O-])c2)S(C)(=O)=O)cc1OC,2.6,-4.0,4.4
